KCNH2 3.1 inh – blocks the human KCNH2 3.1 channel isoform | AID 720553 | 340,000 compounds, 0.95% hits | U2OS KCNH2 3.1, thallium flux FluxOr; stronger effect = lower value | activity change, % (tested at about 1.8 µM);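 active means maximum activity change below -70%; inconclusive means maximum activity change from -70% to -50%; inactive means maximum activity change above -50%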;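 further: thallium influx rate constant from kinetic fluorescence after stimulation buffer; on the % scale 0 is the no-effect control and ±100 the full control effect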
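Thallium flux read-out: FluxOr dye with Red40 quencher in HBSS/HEPES, 45 min at RT. Rate constants from kinetic reads were normalized to positive and negative DMSO controls. Cells: U2OS virally expressing the 3.1 isoform.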
ELG1 repair inh – ELG1-dependent DNA repair inhibition | 330,000 compounds, 2.3% hits | AID 504467 | Potency, µM (highest dose often 46.1 µM), for the others: at the highest dose activity change, negative = inhibition, most hits filed as inhibitors | HEK293T ELG1-luciferase reporter, luminescence, 16 h; DNA damage induced by 5-fluorouridine; further: potency means the concentration at half of the fitted maximal effect; on the % scale 0 is the no-effect control and ±100 the full control effect; nearly all actives have a fitted effect of over 55% in size
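Reporter activity after DNA damage by 5-fluorouridine is monitored. Compound-treated cells incubate 16 hr at 37 °C, then ONE-Glo is added for 30 min before luminescence reading.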
TRPV1 ag – activates the human vanilloid receptor TRPV1 | 320,000 compounds, 0.19% hits | TRPV1-expressing cells, Fluo-8 calcium influx, agonist mode | activation, % at 8.33 µM; in the data active means activation above about 80%; inconclusive means between about 30% and that limit; further: 0% is about no effect
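Fluo-8 calcium influx in TRPV1-expressing cells, kinetic read (ex 480/em 520 nm). Compound added and read 3 min for agonist activity, followed by capsaicin at EC20 final and 2 min further read for enhancement.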
USP2a inh – USP2a (human) protease inhibition; USP2 core, Ub-CHOP2 coupled fluorogenic reporter, 485/531; O75604; 330,000 compounds, 0.01% hits; Potency, µM (series often up to 38.3 µM), for the others: at the top dose activity change, negative = inhibition, hits mostly inhibitors;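 further: potency means the concentration at half of the fitted maximal effect; plate controls were DMSO wells for no effect and full inhibition by NEM control for full effect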
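Cell-free coupled assay: 10nM USP2 core preincubated 30min RT with compound in Tris-HCl pH 8.0/CaCl2/CHAPS buffer, then 25nM Ub-CHOP2 and 25nM reporter substrate; fluorescence (Ex 485/Em 531) read after 60min RT, normalized to NEM inhibition, concentration-response curves fitted.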
TSHR antag – blocks TSH signaling through the human TSH receptor; P16473; TSHR-expressing cells, TSH-stimulated cAMP HTRF, 2 h; stronger effect = lower value; activity change, negative = inhibition, % at 11.5 µM; 330,000 compounds, 0.2% hits; AID 504810;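 active means activity change below a set negative limit, meaning inhibition stronger than a set level, cut at about -70% in these data; inconclusive means activity change between two set negative limits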; further: on the % scale 0 is the no-effect control and ±100 the full control effect
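Freshly harvested TSHR cells receive pin-tooled compound, then EC80 TSH at 4nM final. After 2 hours at 37 deg C, antibody in lysis buffer and cAMP-d2 are added; 30 minutes at ambient temperature precede the HTRF read.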
Mito fusion yeast – inhibitors of mitochondrial division or activators of mitochondrial fusion | S. cerevisiae fusion-defective mutant growth rescue, CellTiterGlo 48 h | Potency, µM (top dose mostly 46.1 µM), without a hit: at the top dose growth rescue (activation), usual class: activators | 320,000 compounds, 0.23% hits;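 further: potency means the concentration at half of the fitted maximal effect; % of control where 0% means no effect; nearly all actives have a fitted effect of over 45% in size; temperature-sensitive fusion mutants such as fzo1-1 at 37 °C on non-fermentable ethanol glycerol medium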
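Growth-rescue viability read-out: after 48 h at the non-permissive 37C in glycerol/ethanol YPEG, yeast mitochondrial fusion mutants are measured by CellTiterGlo luminescence; compounds (23 nl pinned per well) restoring growth score as division inhibitors or fusion activators.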
A-T KAP1 phos – potential ataxia-telangiectasia treatments restoring KAP-1 phosphorylation; Potency, µM (top dose mostly 57.5 µM), for the others: at the top dose activation, usual class: activators; 320,000 compounds, 0.19% hits; […] A-T fibroblasts, KAP-1 phosphorylation AlphaLISA; neocarzinostatin DNA damage 30 min before lysis; further: potency means the concentration at half of the fitted maximal effect; % of control where 0% means no effect; nearly all actives have a fitted effect of over 45% in size
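hTERT-immortalized A-T patient fibroblasts ([…]), 500 cells/well in OPTI-MEM, 1% FBS, got compounds for 60 min, then NCS for 30 min at 37C. Lysates were then assayed for phospho-KAP-1 by AlphaLISA (anti-pKAP1 donor, anti-KAP1 acceptor beads), 6 hr at 25C.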
TCR act – T cell receptor activation. primary human leukocytes, anti-CD3, IL-2 HTRF, 48 h. Potency, µM (series often up to 9.22 µM), for the others: at the highest dose activation of IL-2 secretion, most hits filed as activators. 330,000 tested, under 10 active. AID 504894; further: % of control where 0% means no effect
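Primary human leukocytes were stimulated with a-CD3 beads plus compounds for 48 hr without co-stimulation; secreted IL-2 was quantified by HTRF using a-IL-2-K (europium cryptate) and a-IL-2-d2, excited at 320nm with acceptor emission read at 665nm.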
Eya2 phos inh – blocks the phosphatase activity of human Eya2. AID 488837. recombinant Eya2, OMFP fluorescence dephosphorylation (OMFP is methylfluorescein phosphate). Potency, µM (doses to about 76.9 µM), without a hit: at the highest dose activity, negative = inhibition, actives largely listed as inhibitors. 330,000 compounds, 0.006% hits; further: potency means the concentration at half of the fitted maximal effect; on the % scale 0 is the no-effect control and ±100 the full control effect
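Eya2 protein (added as 0.2 uM solution) was preincubated with compound for 10 min at ambient temperature in 50 mM HEPES pH 7.5, 50 mM NaCl, 5 uM MgCl2, 0.05% BSA, 1 mM DTT. OMFP (added at 50 uM) then reacted 10 min; fluorescence read at 485/525 nm.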
KCNH2 WT inh – KCNH2 (human, wildtype) channel inhibition; Q12809; U2OS, BacMam KCNH2, thallium flux FluxOr; stronger effect = lower value; activity change, % at 1.84 µM; 340,000 compounds, 0.37% hits;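 active means maximum activity change below -70%; inconclusive means maximum activity change between -70% and -50%; inactive means maximum activity change above -50%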; further: on the % scale 0 is the no-effect control and ±100 the full control effect
Target sequence (Q12809 whole entry, looked up): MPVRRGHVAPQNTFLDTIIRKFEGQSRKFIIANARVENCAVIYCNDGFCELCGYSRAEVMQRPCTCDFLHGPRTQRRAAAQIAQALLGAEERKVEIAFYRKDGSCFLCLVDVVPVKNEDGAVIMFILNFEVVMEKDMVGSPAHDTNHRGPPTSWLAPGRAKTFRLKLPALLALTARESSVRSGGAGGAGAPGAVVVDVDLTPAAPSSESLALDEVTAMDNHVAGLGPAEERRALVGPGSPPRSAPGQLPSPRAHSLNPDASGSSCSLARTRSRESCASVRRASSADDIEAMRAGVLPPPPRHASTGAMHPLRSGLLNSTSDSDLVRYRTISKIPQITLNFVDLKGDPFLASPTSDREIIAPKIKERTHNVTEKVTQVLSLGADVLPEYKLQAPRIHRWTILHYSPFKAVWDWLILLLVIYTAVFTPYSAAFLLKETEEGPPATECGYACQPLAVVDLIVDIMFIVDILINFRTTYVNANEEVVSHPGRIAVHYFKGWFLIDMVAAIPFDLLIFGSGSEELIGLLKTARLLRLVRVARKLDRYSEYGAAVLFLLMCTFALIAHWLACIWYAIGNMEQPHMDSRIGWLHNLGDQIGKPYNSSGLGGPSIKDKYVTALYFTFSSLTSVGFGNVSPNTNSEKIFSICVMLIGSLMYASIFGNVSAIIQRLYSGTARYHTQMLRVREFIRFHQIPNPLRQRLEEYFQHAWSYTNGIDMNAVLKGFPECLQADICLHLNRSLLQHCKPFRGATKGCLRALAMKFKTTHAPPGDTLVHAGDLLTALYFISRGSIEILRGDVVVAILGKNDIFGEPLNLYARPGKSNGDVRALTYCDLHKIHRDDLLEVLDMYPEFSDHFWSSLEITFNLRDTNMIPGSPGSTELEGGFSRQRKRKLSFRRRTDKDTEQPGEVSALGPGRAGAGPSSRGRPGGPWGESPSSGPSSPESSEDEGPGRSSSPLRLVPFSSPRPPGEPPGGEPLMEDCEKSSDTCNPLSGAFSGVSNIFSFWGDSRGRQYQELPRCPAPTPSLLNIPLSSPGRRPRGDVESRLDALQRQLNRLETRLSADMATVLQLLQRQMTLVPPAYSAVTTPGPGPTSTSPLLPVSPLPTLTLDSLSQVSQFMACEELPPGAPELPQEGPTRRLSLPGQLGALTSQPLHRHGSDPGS
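U2OS cells were transduced with wild-type KCNH2 virus (2.03 x 10^8 / mL) for 4 h at room temperature, then cultured overnight at 37 C. Thallium flux was read with FluxOr dye. Rate constants were normalized to DMSO controls.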
* = called active by the depositor; ? = inconclusive; / = no result given; [ ] = another dose, or the depositor's remark. Unless noted, the call rests on the fitted dose curve; in most records, active means well fitted curve in the direction sought with a large enough effect; inconclusive means small, poorly fitted or top-dose-only effect, or another doubt; inactive means no such curve, though single readings can be large; an effect the other way counts as inactive or inconclusive. A portion of the library (hit frequency here may not be typical).

SMILES	KCNH2 3.1 inh	ELG1 repair inh	TRPV1 ag	USP2a inh	TSHR antag	Mito fusion yeast	A-T KAP1 phos	TCR act	Eya2 phos inh	KCNH2 WT inh
COc1ccc(OC)c(NC(=O)CSc2nnc(C3CCCCC3)n2-c2ccccc2)c1	-12.5	?	0.9	-1.5%	-5.6	25.7%	/	-6.0%[46.1 µM]	-10.7%	1.4
CCCCNC(=S)NCCN1CCCCC1	2.5	11.8%	2.3	-3.2%	19.0	6.5%	/	-1.1%[46.1 µM]	-6.3%	6.7
NS(=O)(=O)c1ccc(-n2nncc2C23CC4CC(CC(C4)C2)C3)cc1	5.7	7.4%	-6.8	-2.0%	-12.4	-0.3%	-0.1%	-1.2%	2.7%	-1.8
Cc1nn(Cc2ccccc2)c(Cl)c1/C=C/C(=O)OC(C(=O)NC(N)=O)C(C)C (centres undefined)	15.5	?	6.6	1.7%	3.4	0.9%	8.6%	-0.7%	-3.1%	-2.8
Oc1c(Cl)cc(Cl)c2c1NCCC2	6.0	8.9%	-0.3	0.6%	-0.5	5.5%	-13.2%	0.1%	-10.9%	-3.8
COc1ccc(S(=O)(=O)N2CCCC2CNC(=O)C(=O)NCc2ccc3c(c2)OCO3)cc1 (centres undefined)	18.7	-29.3%	0.7	-0.1%	-3.0	-5.7%	4.9%	-5.8%	21.4%	-4.9
O=C(CN1C(=O)COc2ccc(S(=O)(=O)N3CCCC3)cc21)Nc1cccc(F)c1	-115.6*	21.3%	-0.1	-0.1%	11.7	-3.1%	3.2%	7.1%	1.9%	12.3
COc1cccc(CNc2nc3nc(C)c(Cl)c(C)n3n2)c1	0.4	?	-1.1	-0.7%	6.9	-4.4%	2.1%	-0.5%	9.3%	-9.4
CCOC(=O)C1=CN(Cc2ccc(OC)cc2)C=C(C(=O)OCC)C1c1cccs1	-47.8	?	6.6	-6.8%	0.2	-1.2%	10.4%	-6.5%	-5.5%	2.9
O=C(NCCO)c1ccc(Cl)c(Cl)c1	-1.8	18.3%	-5.2	-1.0%	7.3	-7.3%	-0.3%	-157.7%	-0.1%	-2.0
O=C(CN1c2ccccc2S(=O)(=O)c2ccccc21)NCc1ccccc1	2.1	0.9%	-0.8	-0.4%	-8.7	8.4%	-1.0%	0.1%	-2.5%	-4.2
O=C1Nc2cc(C(F)(F)F)ccc2N2CCCCC12 (centres undefined)	-6.4	-6.4%	-1.6	-1.1%	0.6	-21.7%	8.8%	-1.3%	3.1%	5.8
CC(Sc1ccc(Cl)cc1)C(=O)N(C)CC(=O)Nc1ccc(N2CCOCC2)cc1 (centres undefined)	4.0	-16.8%	7.4	0.2%	6.0	-1.6%	12.3%	2.2%	-6.0%	0.0
O=C(O)c1cc2ccccc2cc1Nc1ccccc1	1.2	-3.6%	-1.5	0.6%	-14.0	3.0%	8.7%	-5.3%	11.9%	3.1
Cc1ccc(C)c(OC(C)C(=O)Nc2nccs2)c1 (centres undefined)	-6.8	-3.3%	25.0	-1.6%	-12.5	4.8%	-10.0%	-4.8%	-7.5%	-3.6
Cc1ccc(-n2c(N)c(C(=O)NCc3ccco3)sc2=S)cc1	3.0	2.2%	-6.4	0.5%	-2.5	1.6%	-9.7%	6.1%	9.7%	-31.1
Cn1c(=O)oc2cc(S(=O)(=O)N3CCCC(C(=O)N4CC=C(c5ccccc5)CC4)C3)ccc21 (centres undefined)	/	5.8µM*	/	1.4%	-24.2	-2.5%	1.0%	/	-1.9%	/
COc1ccc(NC(=O)CSc2ccc(-c3sc(C)nc3C)nn2)cc1OC	/	?	1.5	0.1%	-19.0	0.9%	-0.4%	-1.2%	-14.2%	-3.2
FC(F)(F)c1nc2ccccc2nc1N/N=C/c1c(Cl)cccc1Cl	1.3	-3.9%	-1.9	2.6%	-11.5	-6.0%	7.2%	-1.7%	2.7%	-1.2
Cc1ccc2[nH]c(=S)cc(C)c2c1	9.6	8.0%	-2.1	1.9%	11.9	-10.8%	-6.0%	3.6%	5.8%	1.9
COCCCN=C(c1ccco1)n1c(=S)nc(-c2ccco2)n(CCCOC)c1=S	1.6	?	2.3	3.1%	7.2	4.5%	-6.1%	0.8%	7.8%	5.9
CC(Oc1ccccc1)C(=O)Nc1cccc([N+](=O)[O-])c1 (centres undefined)	-26.3	13.8%	11.9	1.2%	18.2	-1.2%	-8.6%[11.5 µM]	-2.8%	0.7%	-1.3
CCOc1ccc(S(=O)(=O)N2CCN(C(=O)CN3C(=O)NC4(CCCC4)C3=O)CC2)cc1	20.8	17.7%	-0.6	10.3%	1.4	-1.4%	1.7%	1.5%	-17.2%	-7.5
COc1ccc(CCNC(=O)c2ccc(N3CCCCS3(=O)=O)cc2)cc1OC	6.5	6.8%	-0.1	1.8%	9.0	-11.8%	-5.4%	-2.7%	-3.1%	-2.7
Cc1cccc(C(=O)NCCc2nnc(SCC(=O)Nc3nc(C)cs3)n2C)c1	-1.4	0.9%	-3.2	-1.0%	-5.3	-0.6%	0.6%	-0.2%	-15.6%	-19.3
CCOC(=O)c1[nH]c(C)c(C(=O)Nc2cc(Cl)ccc2C)c1C	8.1	?	1.9	-0.7%	1.5	-1.6%	11.9%	2.0%	11.1%	-19.5
O=C(C1=C[C@@H](c2coc3ccccc3c2=O)C[C@@H](OCc2ccc(CO)cc2)O1)N1CCOCC1	/	-1.1%	5.4	0.3%	7.2	-2.2%	29.5%	0.9%	3.5%	/
CC(=O)c1sc(NC(=O)c2cccnc2Cl)nc1C	-18.5	21.2%	2.0	-1.9%	-8.9	2.4%	0.7%	6.6%	-0.1%	1.9
CCCCN(CCCC)c1cc(C)nc(-c2ccccc2O)n1	5.2	7.8%	22.7	0.1%	8.7	1.1%	13.6%	-18.1%	-30.3%	-23.5
CCC(CC)N1CCN(S(=O)(=O)c2ccc(OC)cc2)CC1	-3.2	-8.8%	1.9	-1.3%	8.9	-0.9%	5.7%	-5.0%	5.7%	-23.0
Cc1ccc2nc(SCC(=O)NC3CCCC3)[nH]c2c1	10.7	-1.3%	?	4.9%	-2.8	-9.6%	2.3%	-4.6%	1.2%	2.4
CCc1nnc(NC(=O)CCNC(=O)c2ccccc2Cl)s1	-3.8	8.4%	0.2	1.5%	-0.9	1.5%	-1.8%	-1.6%	7.4%	-6.9
COc1ccc2sc(N(CCCN(C)C)C(=O)c3ccc(S(=O)(=O)N4CCCc5ccccc54)cc3)nc2c1	-9.6	?	5.7	-9.3%	16.4	-22.6%	-5.0%	-5.9%	-19.8%	0.4
CC(c1ccccc1)n1cc(C(=O)NCC2CCCO2)nn1 (centres undefined)	-33.9	-0.2%	2.3	-3.2%	-3.1	-0.6%	-1.3%	4.1%[46.1 µM]	1.7%	22.6
COc1cccc(NC(=O)CSc2nc3ccccc3cc2Cc2ccccc2)c1	-23.2	?	10.2	-0.9%	-11.1	1.7%	-5.0%	5.7%	-3.9%	-4.8
COCCn1c(SCC(=O)NCc2ccc(OC)c(OC)c2)nc2ccccc21	-4.3	-0.9%	9.1	-1.5%	20.7	-3.4%	5.5%	6.2%	-13.5%	-11.3
CC(/C=N/NC(=O)NC1CCCCC1)=C\c1ccccc1	-3.9	5.7%	3.4	-1.9%	-20.3	9.8%	3.8%	15.7%	-12.7%	-19.4
Nc1nc2ccc(C(=O)NC3CCCCC3)cc2s1	-5.1	?	9.4	-0.4%	7.8	5.6%	3.0%	2.5%	8.8%	-5.3
Cn1cc(S(=O)(=O)N2CCOCC2)cc1C(=O)NCc1ccc(Cl)cc1	-11.8	-2.7%	0.2	3.1%	-2.3	0.2%	4.2%	11.1%	1.0%	-6.3
CC(=O)c1cccc(NC(=O)c2noc3c2CCc2ccccc2-3)c1	-10.2	?	?	-6.2%	-20.2	8.1%	-2.6%	1.1%	4.2%	24.9
COc1ccc(N(C(=O)COc2ccccc2OC)S(=O)(=O)c2ccc(C)cc2)cc1	0.8	-0.6%	3.5	1.9%	9.0	0.6%	12.3%	-0.2%	10.1%	-1.6
COC(=O)CNC(=O)C1CCN(S(=O)(=O)c2cnc[nH]2)CC1	-8.7	23.8%	0.7	0.7%	16.6	-4.3%	5.9%	3.1%	-2.4%	13.5
O=S(=O)(NCCc1ccccc1)c1cccs1	8.3	10.9%	1.8	4.7%	3.4	-10.9%	9.9%	1.9%	1.8%	-11.6

Pulled one by one from the entries so far (2):
SMILES	KCNH2 3.1 inh	ELG1 repair inh	TRPV1 ag	USP2a inh	TSHR antag	Mito fusion yeast	A-T KAP1 phos	TCR act	Eya2 phos inh	KCNH2 WT inh
CC(=O)c1cccc(NC(=O)c2noc3c2CCc2ccccc2-3)c1	-10.2	?	?	-6.2%	-20.2	8.1%	-2.6%	1.1%	4.2%	24.9
Cn1cc(S(=O)(=O)N2CCOCC2)cc1C(=O)NCc1ccc(Cl)cc1	-11.8	-2.7%	0.2	3.1%	-2.3	0.2%	4.2%	11.1%	1.0%	-6.3
